12-LOX inh – ALOX12 (human) lipoxygenase inhibition. P18054. purified 12hLO, xylenol orange hydroperoxide absorbance. Potency, µM (highest dose often 108 µM), without a hit: at the top dose activity change, negative = inhibition, most hits filed as inhibitors. 580,000 tested, 1.1% active; also: potency is read from the fitted curve at half-maximal effect; % is scaled to controls: 0 for no effect and ±100 for the full control effect
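Hydroperoxide product was detected by ferrous iron/xylenol orange as the 573 to 405 nm absorbance ratio. Arachidonic acid at 40 uM (final) was turned over for 30 min at room temperature by 150 nM human 12hLO, pH 7.0 Hepes buffer, after 15 min compound preincubation.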
Pol kappa inh – inhibitors of human DNA polymerase kappa; Q9UBT6; purified Pol kappa, fluorescent DNA synthesis assay, 10 min; Potency, µM (doses to about 107 µM), inactives show at the top dose activity, negative = inhibition, actives largely listed as inhibitors; 400,000 tested, 0.53% active; AID 588579; also: potency is read from the fitted curve at half-maximal effect; % is scaled to controls: 0 for no effect and ±100 for the full control effect
Target sequence (Q9UBT6 whole entry, looked up): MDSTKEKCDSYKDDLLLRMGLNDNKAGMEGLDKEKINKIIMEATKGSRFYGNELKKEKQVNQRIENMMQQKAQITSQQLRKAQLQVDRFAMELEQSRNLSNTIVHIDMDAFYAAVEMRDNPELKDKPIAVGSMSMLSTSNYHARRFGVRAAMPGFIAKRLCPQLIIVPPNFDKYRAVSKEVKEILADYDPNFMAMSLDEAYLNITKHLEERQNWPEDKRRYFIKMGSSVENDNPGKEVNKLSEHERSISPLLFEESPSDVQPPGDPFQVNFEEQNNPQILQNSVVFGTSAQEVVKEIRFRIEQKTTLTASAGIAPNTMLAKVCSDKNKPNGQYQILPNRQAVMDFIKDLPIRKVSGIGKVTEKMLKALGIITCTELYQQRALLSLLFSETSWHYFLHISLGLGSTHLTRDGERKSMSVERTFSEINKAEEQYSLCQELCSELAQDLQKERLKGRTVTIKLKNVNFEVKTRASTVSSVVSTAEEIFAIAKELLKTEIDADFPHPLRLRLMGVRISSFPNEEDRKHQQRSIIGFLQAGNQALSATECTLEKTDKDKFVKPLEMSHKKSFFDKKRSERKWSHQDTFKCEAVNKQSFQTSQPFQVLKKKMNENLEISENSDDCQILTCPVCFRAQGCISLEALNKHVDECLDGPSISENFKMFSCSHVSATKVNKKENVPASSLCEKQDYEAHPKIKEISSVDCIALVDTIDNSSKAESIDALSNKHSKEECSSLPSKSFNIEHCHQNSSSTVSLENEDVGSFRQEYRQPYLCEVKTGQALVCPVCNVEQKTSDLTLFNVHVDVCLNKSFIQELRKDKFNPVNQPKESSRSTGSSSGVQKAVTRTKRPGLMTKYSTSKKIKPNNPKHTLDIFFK
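Readout: fluorescence, taken kinetically at 0 and 10 min. Conditions: 10 nM Pol kappa, 15 min RT compound preincubation, 50 nM substrate final. Controls: enzyme-free buffer wells.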
Pol eta inh – DNA polymerase eta (human) inhibition; Q9Y253; recombinant Pol eta, fluorescent DNA replication assay; Potency, µM (series often up to 114 µM), without a hit: at the highest dose activity change, negative = inhibition, most hits filed as inhibitors; 390,000 tested, 1.2% active; also: potency is read from the fitted curve at half-maximal effect; % is scaled to controls: 0 for no effect and ±100 for the full control effect
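Pol eta (10 nM) was preincubated with compounds for 15 min at room temperature, after which fluorescent replication substrate (50 nM final) was added to start the reaction. Fluorescence was read kinetically at 0 and 10 min.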
Anesthetic bind – candidate novel general anesthetic via apoferritin binding; apoferritin/1-aminoanthracene competitive binding, fluorescence; Potency, µM (doses to about 77.5 µM), for the others: at the highest dose activity change, negative = displacement, actives largely listed as inhibitors; 350,000 tested, 0.074% active; AID 485281; also: potency is read from the fitted curve at half-maximal effect; % is scaled to controls: 0 for no effect and ±100 for the full control effect; nearly all actives have a fitted effect of over 20% in size
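Apoferritin-based anesthetic binding model; compound displacement of fluorescent 1-AMA measured as endpoint fluorescence after 10 minutes at room temperature, scaled to free-ligand and complex controls.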
POLB inh – blocks human DNA polymerase beta activity. Potency, µM (titrated, usually from 114 µM), without a hit: at the highest dose activity change, negative = inhibition, most hits filed as inhibitors. 340,000 tested, 1.3% active. P06746. Pol beta primer extension/strand displacement, fluorescence kinetic; also: potency is read from the fitted curve at half-maximal effect; % is scaled to controls: 0 for no effect and ±100 for the full control effect
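Values derive from four-parameter Hill fits of normalized kinetic data: reads at 0 and 10 min following addition of 50 nM substrate to 10 nM Pol beta preincubated 15 min with compound.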
APEX1 inh – APE1 (human) endonuclease inhibition. P27695. recombinant APE1, TAMRA/BHQ-2 abasic DNA cleavage fluorescence. Potency, µM (highest dose often 65.8 µM), inactives show top-dose activity change, negative = inhibition, usual class: inhibitors. 350,000 tested, 0.35% active. AID 2517;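 also: potency is read from the fitted curve at half-maximal effect; plate controls were vehicle for no effect and reference inhibitor for full effect; nearly all actives have a fitted effect of over 55% in size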
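Compound pre-exposure to 0.75 nM APE1, 15 min at ambient temperature. Reaction initiated with 50 nM TAMRA/BHQ-2 THF substrate, read immediately in kinetic mode, 525 nm excitation, 598 nm emission.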
LDHA block – inhibitors of human lactate dehydrogenase A; P00338; purified LDHA, NADH/diaphorase-resazurin fluorescence; stronger effect = lower value; activity change, % (values are at about 110 or 230 µM); 480,000 tested, 0.15% active; in the data active = activity change below about -30%; inconclusive = mostly about -25% to -30%;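 also: plate controls were DMSO wells for no effect and wells without enzyme for full effect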
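Remaining NADH was detected by diaphorase (0.133 mg/mL) converting 37 µM resazurin to fluorescent resorufin, read at 0 and 20 minutes. The preceding 5-minute room-temperature reaction used 2 nM LDHA, 0.2 mM sodium pyruvate and 0.06 mM NADH at pH 7.4.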
ERG-DNA inh – inhibitors of human ERG Ets domain-DNA interaction | P11308 | fluorescence polarization, His-ERG Ets domain / labelled DNA | Potency, µM (doses to about 76.9 µM), inactives show at the top dose FP activity, negative = inhibition, actives largely listed as inhibitors | 370,000 tested, 0.028% active | AID 624246; active = well fitted inhibition curve with a large enough effect in the polarisation, with a control signal flat; inconclusive = small, poorly fitted or top-dose-only effect, or effect the other way, or a change in a side signal; inactive = no such curve, though single readings can be large or run the other way; the % refers to the polarisation;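 also: polarization taken with two DNA probes labelled with fluorescein and Texas red; potency is read from the fitted curve at half-maximal effect; % of control where 0% means no effect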
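His-tagged ERG Ets domain (1 uM in the protein solution; 300mM KCl, 50mM Tris-HCl, 1mM EDTA, 1mM DTT, pH 7.5) received compound, then a probe mix of 5 nM fluorescein-DNA and 100nM Texas-615-DNA. Fluorescence polarization was read for both dyes.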
RGS4 inh – blocks human RGS4-accelerated GTP hydrolysis. Transcreener GDP fluorescence polarization, RGS4-accelerated GTP hydrolysis. Potency, µM (highest dose often 114 µM), for inactives: at the highest dose activity change, negative = inhibition, most hits filed as inhibitors. 390,000 tested, 0.039% active; also: potency is read from the fitted curve at half-maximal effect; % is scaled to controls: 0 for no effect and ±100 for the full control effect; nearly all actives have a fitted effect of over 75% in size; some results filed as inactive show a strong effect at the top dose
Target sequence (P49798 whole entry, looked up): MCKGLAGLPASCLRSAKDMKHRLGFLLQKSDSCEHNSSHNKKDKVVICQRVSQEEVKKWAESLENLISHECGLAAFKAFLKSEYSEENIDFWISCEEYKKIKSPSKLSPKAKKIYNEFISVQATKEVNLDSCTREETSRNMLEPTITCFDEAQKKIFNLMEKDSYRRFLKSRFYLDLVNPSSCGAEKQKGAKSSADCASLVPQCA
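MLSMR compounds (23 nl, pin-transferred) preincubated 10 min at room temperature with a 500nM (2x) first reagent, then RGS4 at 900nM (2x) plus Transcreener GDP mix added; fluorescence polarization (620/688 nm) read before and after 90 min at 30 °C.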
* hit, by the source's call; ? = inconclusive; nt = no result given; & = joins results of further samples; ! = not active in a repeat; [ ] = dose if it differs, or a comment. Unless noted, calls follow the shape of the dose curve; as a rule, active = well fitted curve in the direction sought with a large enough effect; inconclusive = small, poorly fitted or top-dose-only effect, or another doubt; inactive = no such curve, though single readings can be large; an effect the other way counts as inactive or inconclusive.

SMILES	12-LOX inh	Pol kappa inh	Pol eta inh	Anesthetic bind	POLB inh	APEX1 inh	LDHA block	ERG-DNA inh	RGS4 inh
N#CC1=C(N)Oc2cc(O)ccc2C1c1ccccc1 (centres undefined)	4.47µM*!	-1.0%	-9.8%	-0.5%	-27.0%	0.8%	3.0&-1.3	7.4%	-21.6%
COc1ccc(CN2C(=O)C(C)Nc3ncnc(N4CCN(c5ccccc5)CC4)c32)cc1 (centres undefined)	?	-10.0%	-19.2%	nt	nt	-8.3%	2.6&-1.7	0.1%	6.4%
O=C(NCC1CCCCC1)C1(CC2CC(c3ccc(Cl)cc3)=NO2)CCNCC1 (centres undefined)	-12.4%	4.5%	-17.2%	-20.0%	0.9%	5.1%	-1.4	0.8%	-15.2%
Cc1ccc(N2C(=O)CSC2=S)cc1C	35.3%[activator]	2.0%	-20.1%	?	23.0%	3.6%	0.5	50.2%[activator]	-16.4%[56.9 µM]
CC(C)CN(C(=O)COC(=O)C12CC3CC(CC(Cl)(C3)C1)C2)c1c(N)n(Cc2ccccc2)c(=O)[nH]c1=O	-17.8%	-0.8%	-16.1%	nt	nt	6.0%	-6.6	16.5%	-4.2%
COc1ccc(C(=O)N/N=C/c2sc3ccccc3c2O)cc1	nt	1.6%	-3.8%	-3.5%	1.9%	2.6%	8.0	5.0%	-40.7%
OC[C@@H]1CCCN1Cc1nc(-c2cccs2)no1	-4.1%	4.5%[60.1 µM]	-22.6%	-6.3%	18.8%	9.0%	-0.5	-3.5%	9.5%
O=C(Nc1ncn[nH]1)c1ccccc1O	0.0%	-1.8%	-8.5%	3.8%	?	-0.2%	0.8	11.3%	28.5%
O=C(CSc1ccc2nnc(-c3ccncc3)n2n1)Nc1ccccc1F	-7.1%	0.7%	-0.9%	3.6%	0.0%	3.2%	1.8	2.5%	-22.6%
O=C(CSCC(=O)c1ccccc1)Nc1ccccc1Cl	0.0%[57.4 µM]	2.0%	-11.2%	-18.3%	9.7%	3.0%	-3.3	-10.9%	-43.7%
COc1ccccc1-n1cnc2cc(NCc3cccs3)ccc21	-15.7%	-14.3%	-25.2%	?	-6.0%	1.4%	5.7	5.6%	-51.6%
Cc1ccc(C)c(NC(=O)CCNS(=O)(=O)c2ccc3c(c2)CCCC(=O)N3)c1	0.0%	-2.4%	0.5%	-2.6%	28.1%	nt	-2.8	2.0%	3.8%
CCOC(=O)C1C(=O)CC(C)(O)C(C(=O)OCC)C1c1ccc(N(CC)CC)cc1 (centres undefined)	0.0%	-4.7%	-0.7%	2.4%	2.0%	3.0%	-0.3	-11.6%	?
Nc1nonc1-n1nnc(C(=O)N/N=C/c2ccncc2)c1-c1ccccc1	-16.1%	5.0%	-14.2%	-2.0%	29.7%	19.0%	-3.9	6.9%	-17.8%
COc1nnc(-c2ccc(N3CCCCC3)c(NC(C)=O)c2)c2ccccc12	-9.4%	-5.7%	-22.3%	?	-10.6%	1.7%	-3.0	-0.3%	-4.7%
CC12CCC(=O)N1C(C(=O)Nc1cccc3ccccc13)CS2 (centres undefined)	24.6%	-8.4%	-5.7%	?	2.8%	-2.8%	-3.3	-8.1%	-6.0%
Cc1cc(NC(=O)C2C3C(=O)N(CC4CCCO4)C(C(=O)NC(C)(C)C)C34C=CC2(C)O4)no1 (centres undefined)	3.6%	-9.9%	-19.7%	-2.5%	0.2%	0.2%	-0.4	0.4%	1.8%
C/C(=N\NC(=O)c1cc2c(s1)CCC(C)C2)c1ccncc1 (centres undefined)	1.78µM*	3.2%	-14.5%	-13.1%	30.9%	-7.4%	-5.5	2.6%	-3.1%
CCN1CCN(c2cc(N3CCN(C(=O)c4ccco4)CC3)c3c4c(onc24)-c2ccccc2C3=O)CC1	nt	-17.0%	-12.2%	-10.9%	-2.2%	-22.7%	22.5	116.7%[activator]	-19.7%
CCOC(=O)C1CCCN(c2cc(C)nc3c(-c4ccccc4OC)c(C)nn23)C1 (centres undefined)	-2.9%	-8.5%[60.1 µM]	-3.1%	-8.7%	19.4%	nt	1.2	-4.0%	18.1%
COc1ccc(NC(=S)NCc2ccc3c(c2)OCO3)cc1	?	-8.7%	-6.8%	-17.5%	-22.7%	3.5%	-18.1	-0.3%	3.5%
CCOc1ccc(NS(=O)(=O)c2ccc(NC(=S)NC(=O)CC(C)C)cc2)cc1	?	-7.8%	?	?	10.2%	-5.5%	2.4	-1.2%	-48.0%
CCc1cc(=O)oc2cc(C)cc(OCC(=O)N3CCC(C(=O)NC(C)C)(c4ccccc4)CC3)c12	10.9%	-0.6%	-9.6%	-22.5%	32.4%	9.0%	-5.5	-7.7%	-20.2%
O=C(Cn1cc(SCc2ccccc2Cl)c2ccccc21)N1CCCCCC1	-14.8%	-8.8%	-11.3%	188.8%[activator]	7.2%	nt	-9.3	1.9%	24.9%
COC(=O)c1cccc(Nc2c(-c3ccc(O)cc3)nc3nc[nH]n23)c1	-10.3%	0.7%[60.1 µM]	-10.9%	-3.7%	2.6%	nt	2.8	-4.5%	-25.3%

Next records
SMILES	12-LOX inh	Pol kappa inh	Pol eta inh	Anesthetic bind	POLB inh	APEX1 inh	LDHA block	ERG-DNA inh	RGS4 inh
Cc1c(-n2c(SCC(C)C)nc3ccccc3c2=O)c(=O)n(-c2ccccc2)n1C	0.0%	3.3%	-14.4%	-11.7%	25.0%	0.4%	-2.7	-5.5%	-15.5%
C=C(C)[C@@H]1CC=C(C(=O)O)CC1	0.4%	1.6%	-17.3%	-12.1%	14.9%	-5.8%	-7.7	?	-6.1%
COC(=O)c1cc2occc2n1CC(=O)Nc1ccc(OC)c(OC)c1OC	-9.5%	-8.5%	-11.7%	-6.2%	-17.9%	3.2%	4.7	nt	7.7%
COc1ccc(S(=O)(=O)N2CCOc3ccccc32)cc1	0.0%	-16.1%	-8.7%	-1.4%	84.7%	10.9%	-0.7	19.2%	12.6%
Cc1cccc(NC(=O)C2CCCN(c3cnccn3)C2)c1 (centres undefined)	2.8%	-3.0%	-1.2%	-0.4%	21.4%	5.1%	0.9	3.0%	-28.0%
COc1ccc(S(=O)(=O)c2cnc3cc(OC)c(OC)cc3c2N2CCCC(C)C2)cc1 (centres undefined)	-19.5%	-7.3%	-4.4%	?	?	nt	4.7	7.8%	-4.5%
COc1ccc(Cl)cc1NC(=O)c1c(NCc2ccc(C)o2)sc2c1CCC(C)C2 (centres undefined)	3.8%	-13.0%[60.1 µM]	-11.2%	-8.1%	1.4%	nt	-0.6	-11.8%	-45.7%
CN1CCN(C(=S)c2ccc(-c3cccc([N+](=O)[O-])c3)o2)CC1	-13.5%	-6.1%	-13.4%	9.6%	6.2%	-6.7%	4.2	7.5%	-5.7%
CCN(C(C)=O)N(CC)c1nc(Cl)nc(NC(C)C)n1	-8.8%	-11.1%	2.9%	3.5%	2.0%	3.7%	-6.5	4.0%	19.4%[11.4 µM]
O=C(Nc1cccc(F)c1)N1CCCCCC1	-4.8%	5.4%	-8.1%	?	8.0%	21.1%	-6.6	-5.1%	-2.3%
O=C(CN1CCN(c2ccc(O)cc2)CC1)N(C1CC1)C1CCS(=O)(=O)C1 (centres undefined)	?	-12.6%	1.7%	nt	nt	1.5%	20.7	nt	?
COc1ccc(CCNC(=O)CSc2nnc(CNC(=O)c3cccs3)o2)cc1OC	21.8%	-12.6%	3.1%	-6.2%	0.2%	3.4%	-4.0	-0.3%	-0.4%
COc1ccc(CNC(=O)C2CCCN(S(=O)(=O)c3cc(C)ccc3OC)C2)cc1 (centres undefined)	-17.4%	-5.1%	-7.4%	-7.0%	1.2%	-2.6%	-1.7	9.0%	-33.1%
NC1=NC(=O)/C(=C\c2cccnc2)S1	?	-1.6%	0.1%	-1.1%	2.2%	-1.0%	-0.4	-2.9%	-9.8%[56.9 µM]
S=C(Nc1ccc(Nc2ccccc2)cc1)NC1CCCCCC1	44.7µM*	-22.0%	-11.9%	-2.0%	14.0%	-2.5%	-0.8	0.6%	-26.1%
COCCN(C(=O)c1cc(-c2ccco2)nc2ccccc12)c1c(N)n(Cc2ccccc2)c(=O)[nH]c1=O	-3.9%	?	22.4µM*	nt	nt	-26.5%	-8.8	-17.0%	-21.4%
CC(=O)C1=C(O)C(=O)N(c2cccnc2)C1c1cccc([N+](=O)[O-])c1 (centres undefined)	0.0%	2.7%	-2.3%	3.1%	33.5%	?	-16.0	-14.4%	27.2%
COc1ccc(Cc2nnc(NC(=O)CSc3ccc(C)cc3)s2)cc1	-1.2%	-3.0%	-8.1%	-10.2%	-16.5%	1.1%	0.2	8.7%	-12.6%
CN(C(=O)COc1nnc(-c2cccs2)c(-c2cccs2)n1)c1ccccc1	0.0%	-10.5%	-1.3%	-23.6%	32.6%	-1.7%	-2.6	4.6%	-8.8%
CC(=O)Cc1nsc(NC(=O)c2ccc(Br)o2)n1	-9.7%[57.4 µM]	-1.9%	-8.6%	2.9%	32.6%	?	-1.0	nt	5.8%
CCOC(=O)c1ccc2[nH]c(C)cc(=O)c2c1	-1.3%	-13.2%	-9.2%	-8.9%	43.7%[activator]	-2.6%	-2.5	-2.3%	-0.4%

From PubChem

An excerpt; the hit share may differ from the screen's.
